High-throughput results: PubChem BioAssay, The Scripps Research Institute Molecular Screening Center
PLC-beta3 inh: blocks human PLC-beta3 enzyme activity | Q01970 | Purified PLC-beta3, fluorogenic substrate, fluorescence | inhibition, % at 12.2 µM | 370,000 tested, 0.18% active | AID 720704; in the data active means inhibition above about 11%;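 further: 0% = median of compound wells on plate and 100% = full blocker control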
Target sequence (Q01970 whole entry, looked up): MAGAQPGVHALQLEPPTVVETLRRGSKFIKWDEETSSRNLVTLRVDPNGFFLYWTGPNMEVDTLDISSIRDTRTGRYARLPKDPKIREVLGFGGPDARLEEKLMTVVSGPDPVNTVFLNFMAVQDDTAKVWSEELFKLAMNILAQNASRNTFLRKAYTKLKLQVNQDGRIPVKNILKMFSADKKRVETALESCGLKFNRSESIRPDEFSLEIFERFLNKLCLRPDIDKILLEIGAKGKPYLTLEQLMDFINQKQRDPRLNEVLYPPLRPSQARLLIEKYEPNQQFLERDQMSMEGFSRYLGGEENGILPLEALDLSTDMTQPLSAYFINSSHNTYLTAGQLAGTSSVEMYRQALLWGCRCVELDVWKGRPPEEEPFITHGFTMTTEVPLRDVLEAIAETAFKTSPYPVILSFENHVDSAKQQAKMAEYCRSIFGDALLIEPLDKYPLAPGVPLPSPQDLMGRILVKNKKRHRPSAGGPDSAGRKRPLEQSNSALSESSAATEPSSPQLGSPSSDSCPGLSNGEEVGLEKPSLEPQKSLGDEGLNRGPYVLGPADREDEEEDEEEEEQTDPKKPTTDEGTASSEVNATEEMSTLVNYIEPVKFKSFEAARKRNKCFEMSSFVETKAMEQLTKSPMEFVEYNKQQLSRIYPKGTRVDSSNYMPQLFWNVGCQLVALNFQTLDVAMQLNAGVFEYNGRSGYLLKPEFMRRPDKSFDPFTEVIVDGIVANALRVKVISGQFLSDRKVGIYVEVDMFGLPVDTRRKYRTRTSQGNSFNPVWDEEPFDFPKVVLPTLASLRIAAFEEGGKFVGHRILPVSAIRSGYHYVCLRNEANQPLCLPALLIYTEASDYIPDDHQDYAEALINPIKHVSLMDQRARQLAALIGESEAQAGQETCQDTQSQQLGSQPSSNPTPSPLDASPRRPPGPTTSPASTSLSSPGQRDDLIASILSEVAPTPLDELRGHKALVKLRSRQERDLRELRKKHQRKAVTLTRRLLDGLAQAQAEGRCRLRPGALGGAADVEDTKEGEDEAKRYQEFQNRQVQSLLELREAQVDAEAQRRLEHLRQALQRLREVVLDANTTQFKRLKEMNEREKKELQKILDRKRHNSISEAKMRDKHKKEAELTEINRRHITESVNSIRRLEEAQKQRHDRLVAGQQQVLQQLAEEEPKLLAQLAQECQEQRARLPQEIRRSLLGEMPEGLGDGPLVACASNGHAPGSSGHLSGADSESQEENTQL
GAA850 FXN act: frataxin GAA850 promoter activation; 360,000 tested, 0.56% active; activation, % at 6 µM; AID 540364; HEK293 lucGAA850 FXN promoter luciferase reporter, 24 h; percent of 10 µM SAHA response;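 active means activation above the average of all compounds screened plus 3 SD, cutoff fixed separately per campaign, cut at about 7.5% in these data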;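 further: 0% = DMSO wells and 100% = 10 µM SAHA wells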
ADAM10 inh: inhibitors of human ADAM10; inhibition, % at 7 µM; recombinant ADAM10, EDANS/DABCYL FRET peptide cleavage, 3 h; 370,000 tested, 0.62% active;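 active means inhibition above a per-campaign cutoff equal to the mean of compounds falling between control-based bounds plus 3 SD, cut at about 20% in these data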;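 further: 0% = DMSO wells while the 100% control is not disclosed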
hcDAF-12 act: H. contortus DAF-12 activation, primary screen | HEK293 hcDAF-12 lit1-tk-luc reporter, luminescence; 0% DMSO, 100% Δ7-dafachronic acid | activation, % at 6.8 µM | 370,000 tested, 1.4% active | AID 652067;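 active means activation above the mean of all tested compounds plus 3 SD, cut at about 5.5% in these data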;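 further: 100% = response to 3 µM Δ7-dafachronic acid high control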
DAX1 inh-1: inhibitors of DAX1 repression of SF-1 activated StAR promoter | 370,000 tested, 1.1% active | AID 652010 | HEK293T StAR-luciferase reporter, SF-1/DAX-1 repression relief | inhibition, % at 6.8 µM;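 active means inhibition above the mean over all tested compounds plus 3 SD, cut at about 3.6% in these data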;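 further: 0% = DAX-1 cells with DMSO and 100% = cells lacking DAX-1 with DMSO; higher inhibition means more luminescence from relief of DAX-1 repression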
DAX1 inh-2: inhibits human nuclear receptor DAX1. inhibition, % at 6.75 µM. AID 504766. HEK293 Gal4-DAX1 luciferase reporter, luminescence. P51843. 340,000 tested, 0.99% active;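 active means inhibition above the mean over all tested compounds plus 3 SD, cut at about 4.2% in these data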;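 further: 0% = DAX1-transfected cells with DMSO and 100% = empty-vector control cells with DMSO; inhibition shows as a rise in luminescence from relieved DAX1 repression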
ssDAF12 agonist: S. stercoralis DAF-12 activation, primary screen; 370,000 tested, 1% active; HEK293 ssDAF-12/GRIP1 lit1-tk-luc reporter, luminescence; % of 3 µM dafachronic acid response; activation, % at 6.8 µM; AID 652126;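 active means activation above the mean over all tested compounds plus 3 SD, cut at about 0.9% in these data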;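 further: 0% = DMSO-only wells and 100% = 3 µM delta7-dafachronic acid wells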
hgDAF12 agonist: hgDAF-12 agonism, primary luciferase screen | 370,000 tested, 1.8% active | activation, % at 6.8 µM | HEK293 GAL4-hgDAF12 UAS-luciferase reporter, agonist luminescence; normalized to butyrate control;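 active means activation above a cutoff set at the mean of all screened compounds plus 3 SD, cut at about 10% in these data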;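 further: 0% = DMSO wells and 100% = sodium butyrate wells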
sPLA2-III inh: Inhibits HGIII-sPLA2 liposome hydrolysis, primary screen; inhibition, % at 12.2 µM; AID 743126; Q9NZ20; 370,000 tested, 0.56% active; QFRET BODIPY PC-A2 liposome hydrolysis, fluorescence;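 active means inhibition above mean plus 3 SD of compounds lying within the high and low control bounds, cut at about 19% in these data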;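 further: 0% = median of test compound wells and 100% = no enzyme DMSO wells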
PLCg1 inh: blocks human PLC-gamma1 enzyme activity | P19174 | purified PLC-gamma1, fluorogenic substrate, fluorescence | inhibition, % at 12.2 µM | 370,000 tested, 0.84% active; in the data active means inhibition above about 9.5%
ADAM17 inh: inhibitors of human ADAM17 | AID 720648 | inhibition, % at 6.95 µM | 370,000 tested, 0.83% active | P78536 | recombinant ADAM17, EDANS/DABCYL FRET peptide cleavage;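 active means inhibition above the mean of compounds lying between control limits plus 3 SD, set per campaign, cut at about 8.5% in these data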;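 further: 0% = DMSO-only wells as the low control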
Active calls of the source: *; i = inactive; . = no result given.

SMILES	PLC-beta3 inh	GAA850 FXN act	ADAM10 inh	hcDAF-12 act	DAX1 inh-1	DAX1 inh-2	ssDAF12 agonist	hgDAF12 agonist	sPLA2-III inh	PLCg1 inh	ADAM17 inh
CC(C)NC(=O)CCCn1cc([N+](=O)[O-])cn1	-17	1.0	11	-0.8	0.1	-0.1	-0.8	-1.6	5	5	3
Cc1occc1-c1nnc(SCC(=O)NC2(C#N)CCCC2)n1C	-8	1.3	-8	0.8	-0.5	2.2	-1.0	0.2	15	1	-1
CN(CC(=O)Nc1ccccc1Br)C(=O)c1ccccc1Sc1ccccc1C#N	-9	1.1	-9	-0.9	-0.2	-1.1	-0.9	0.3	6	-1	-5
COc1ccc(NC(=O)CSc2nncs2)cc1S(N)(=O)=O	-2	-0.4	-1	-2.3	-0.3	-1.7	-1.4	-2.3	-4	4	0
O=C(NC(=S)Nc1cccc(O)c1)c1ccco1	-9	3.7	-1	0.5	1.0	3.7	1.7*	9.5	1	0	-3
CC(=O)N1CCN(CC(=O)Nc2cccc(S(=O)(=O)N3CCCCC3)c2)CC1	3	0.1	-7	-1.3	-0.5	-0.6	-1.4	-0.8	-3	3	-3
COc1ccc(S(=O)(=O)NCCc2c[nH]c3ccc(Cl)cc23)cc1	-5	-1.6	4	-0.3	-0.5	0.7	-1.2	-0.1	-101	0	4
CC(OC(=O)c1ccc(Cl)nc1)C(=O)N1CCc2ccccc21 (centres undefined)	-3	-1.2	0	-1.1	-1.2	1.0	-0.9	-1.5	-1	-5	-1
C=COc1ccc(N2C(=O)c3ccccc3OC2C)cc1 (centres undefined)	-1	-1.2	4	-1.8	-0.5	-2.5	-1.4	1.8	2	14*	6
CCN(CC)C(=O)CSc1nc(OC)cc(=O)[nH]1	2	0.6	7	2.3	0.1	-0.3	-1.3	1.3	-2	6	6
Cc1cc(C(F)F)n2nc(C(=O)Nc3ccc(S(=O)(=O)NC45CC6CC(CC(C6)C4)C5)cc3)nc2n1	3	1.0	12	-1.2	0.1	-0.8	-1.6	-0.6	-17	2	1
CCC(C)(C)n1nnnc1C(c1cc2cccc(C)c2[nH]c1=O)N1CCCC1 (centres undefined)	-54	2.7	-31	1.5	0.6	-0.9	-0.5	-0.7	-8	-34	-13
O=C(CCCOc1ccc(Cl)cc1Cl)NCc1ccccn1	1	-1.2	5	-2.9	0.5	0.6	-1.1	5.9	-8	-3	0
CCOc1ccccc1NC(=O)C(c1ccccc1)N1CCN(CC(=O)N2CCCC2)CC1 (centres undefined)	-4	-1.7	-1	-1.8	1.2	-0.7	-1.4	-0.9	-3	0	2
COC(=O)[C@]1(CNC(=O)C(F)(F)F)CC(=O)N(C)[C@@H]1c1ccccc1	5	.	-2	-0.2	0.3	.	-0.5	4.8	6	3	-1
O=C(Cn1c(O)c(/C=C2\C=Nc3ccc(Br)cc32)sc1=O)N1CCCC1	-1	3.2	6	-1.3	-0.3	0.8	-0.7	-2.1	-2	-1	-2
COc1ccccc1CCNC(=O)C(=O)Nc1cc2c3c(c1)C(C)C(=O)N3CCC2 (centres undefined)	-16	-0.8	-8	-2.4	-1.7	-2.2	-0.8	-5.2	-19	-4	-4
Nc1cc(C(=O)OCC(=O)N2CCCC2)ccc1Cl	-39	4.7	-49	-0.6	-0.1	1.4	-0.9	0.8	-3	-37	-15
Nn1c(SCC(=O)Nc2nccs2)nnc1-c1cccnc1	-7	-0.2	1	-1.7	0.0	0.1	-0.7	1.1	8	2	-5
O=c1cc(CSc2nc3ccccc3[nH]2)c2ccccc2[nH]1	2	3.3	0	2.2	0.9	1.2	-1.5	7.0	-4	8	1
CCCCn1c(NC(=O)CC)c(C#N)c2nc3ccccc3nc21	-126	-0.5	-167	-2.3	0.0	-0.6	-0.9	0.3	0	-96	-62
CCCCC(=NCCc1c(C)[nH]c2ccccc12)C1=C(O)CC(c2ccccc2)CC1=O (centres undefined)	-2	-4.8	9	-1.1	0.2	0.3	-1.6	3.4	-11	2	0
O=C(O)c1ccccc1NC(=O)C1CCN(S(=O)(=O)c2cccc3nsnc23)CC1	-5	0.4	-7	1.2	0.2	0.4	-0.8	0.6	-10	-2	0
Cc1cccc(NC(=S)NNC(=O)COc2ccc(Cl)cc2Cl)c1	-6	0.5	16	-0.4	0.1	-0.4	-1.6	2.8	-3	-6	4
COc1ccc(NC(=O)C2=C(C)Nc3nc(CCCO)nn3C2c2ccc(OC)c(OC)c2)cc1 (centres undefined)	1	-0.4	-3	-1.1	0.1	-1.0	-2.0	0.5	2	1	-4
COC(=O)[C@H]1C[C@@H]1[C@H](NC(=O)[C@H]1C[C@@H]1[C@H](NC(=O)OCc1ccccc1)c1ccccc1)c1ccccc1	6	-5.5	10	-1.9	0.3	-0.6	-1.5	-1.2	-10	8	2
CCCC(CCC(=O)Nc1ccc(C(=O)OCC)cc1)C(=O)O (centres undefined)	0	1.0	4	-1.4	-0.2	0.4	-1.4	3.4	3	-3	-5
CCCOc1cccc(C2C(C(=O)c3ccc(C)o3)=C(O)C(=O)N2c2nc(C)c(C(C)=O)s2)c1 (centres undefined)	-53	1.5	-1	-0.6	1.1	-0.1	-0.8	-1.4	-8	-25	4
O=C(COC(=O)c1ccccc1)c1ccc(Br)cc1	3	6.4	6	4.5	0.2	0.1	-0.9	4.7	-23	3	0
CCn1c(CNC(=O)c2cccnc2)cc2ccccc21	-12	0.8	-11	3.7	-0.2	-1.1	-0.2	-1.2	-6	-6	-4
COc1ccc(C(=O)C2CCCN(C(=O)/C=C/c3cnc[nH]3)C2)c(C)c1 (centres undefined)	-4	0.9	-6	-0.7	-0.4	-0.6	-0.9	-2.9	1	-1	-2
C=CCn1c(SCC(=O)Nc2ccccc2OC)nc(O)c(CC)c1=O	-1	2.1	0	-0.6	-0.2	0.6	-1.4	0.8	6	0	-6
COc1ccccc1C(=O)Nc1ccc(S(=O)(=O)Nc2cc(C)on2)cc1	-5	-0.4	-13	-1.5	0.1	3.7	-0.8	-0.8	-8	-3	-6
S=C(NCC1CCCO1)Nc1cccc2ccccc12 (centres undefined)	3	2.1	0	-0.5	-0.5	1.3	-0.5	-1.4	9	2	-2
COc1ccc(NC(=O)c2sc(NC(=O)COc3ccccc3)nc2C)cc1	2	2.2	5	-0.1	0.5	-0.1	-1.1	2.3	-2	0	4
COc1ccc2cc(C=O)n(C)c2c1	-3	2.4	0	0.8	-0.6	0.8	-1.4	-0.8	10	-2	-3
Cc1ccc(C(=O)O/N=C(\N)c2ccccn2)cc1C	-4	-4.2	3	-1.7	-0.1	-7.5	-2.3	-6.5	-4	2	1
Cc1cc(C)c(C)c(S(=O)(=O)N2CCN(C(=O)C3CCC3)CC2)c1C	0	0.6	-4	-1.1	-0.5	-0.7	-1.4	-1.1	6	3	4
Cc1ccc(-n2nc3c(c2NC(=O)/C=C\c2ccc4c(c2)OCO4)CSC3)cc1	-56	0.3	-27	1.6	-0.6	0.1	-1.4	0.5	14	-43	-3
COc1cc(-c2nc(-c3ccccn3)no2)cc(OC)c1OC	-2	3.3	1	-0.5	2.4	2.6	0.5	2.0	3	-4	-3
O=C(Nc1ncccn1)c1ccc([N+](=O)[O-])o1	i	3.6	i	-1.7	-1.8	0.9	-1.1	0.2	-4	i	-166
CCn1ncc(C2=NOC(C(=O)Nc3cc(OC)c(Cl)cc3OC)C2)c1C (centres undefined)	4	0.3	8	-0.3	-0.2	-0.6	-1.5	-0.4	5	3	-1
CC(C)n1nnnc1C1c2ccccc2C(=O)N1CCc1ccccc1F (centres undefined)	-2	.	-13	5.7*	1.6	.	0.1	15*	6	3	-3
CCOC(=O)C1CCCN(C2CC(=O)N(c3ccc(C)cc3)C2=O)C1 (centres undefined)	-1	-0.3	3	-0.5	-0.3	-0.3	0.0	0.5	10	2	-4
COc1cc(NC(=O)c2cccs2)c(OC)cc1NC(=O)CCn1nnc2ccccc21	-8	-0.6	5	-1.5	-0.7	-1.4	-1.8	-1.6	-2	-1	-1
CCS(=O)(=O)Nc1cc2c3c(c1)CCC(=O)N3CCC2	-8	2.3	5	1.4	0.9	1.1	-0.5	0.7	0	-1	0
CCn1cc(/C=C(\NC(=O)c2ccc(OC)c(OC)c2)C(=O)NCCCO)c2ccccc21	-3	0.7	4	-0.8	-0.4	2.9	-0.6	-0.9	2	0	-5
COc1ccccc1N(Cc1ccccc1)S(=O)(=O)c1cccc(C(=O)Nc2ccccn2)c1	-4	-4.6	13	-0.7	-1.7	-1.7	-1.4	-7.5	-16	3	6
COc1cc(C(=O)NCc2ccncc2)cc(OC)c1OC	7	0.4	5	2.1	0.2	2.4	-1.5	-0.2	1	-1	0
Cc1ccc(NC(=O)CN2CCOCC2)cc1Cl	-5	2.2	-6	-0.2	0.2	0.3	-0.7	0.3	2	1	-4
O=C1NC(Cc2ccccc2)c2nc3cc(Cl)ccc3c(=O)n2-c2ccccc21 (centres undefined)	2	.	3	1.4	0.0	.	-0.8	2.4	3	-2	-1
O=C(OCc1cnc(Cl)s1)c1ccccc1Cl	-3	0.5	2	-1.8	0.9	0.7	-1.2	-0.1	-7	-1	-1
CCOC(=O)C[C@@H](C#N)NC(=O)[C@@H]1CCCN1C(=O)[C@@H](NC(=O)c1ccc(N)c(Cl)c1)C(C)(C)C	1	-4.1	1	-0.7	-0.3	.	-1.6	-0.9	-9	6	2
CC1CCN(C(=O)c2cccc(S(=O)(=O)N3CCN(c4ccccc4)CC3)c2)CC1	-1	0.9	-2	0.1	0.6	-0.1	-0.9	1.8	4	5	-5
CN(C)C(=S)Oc1ccccc1C1SCCS1	-4	0.2	-10	1.1	0.3	2.6	0.0	3.6	-9	3	-3
CCc1ccc(NC(=O)COC(=O)c2cccs2)cc1	-10	1.1	-1	-1.4	-0.4	-1.2	-0.5	0.9	-2	-1	-1
CC(C)C[C@H]1CNC(=O)C(=O)N1C[C@@H]1CCCN1C[C@H](Cc1ccccc1)N1C[C@H](CC(C)C)N(CC2CCCCC2)C(=O)C1=O	5	.	-9	-1.1	0.2	.	-0.5	0.8	11	2	-5
CC(C)Sc1nc2c([nH]c3ccccc32)c(=O)n1C	4	1.1	-8	11*	0.5	0.4	1.0*	-0.2	8	-2	-5

Full records, looked up by structure:
Results for CC(C)NC(=O)CCCn1cc([N+](=O)[O-])cn1 = PLC-beta3 inh: -17; GAA850 FXN act: 1.0; ADAM10 inh: 11; hcDAF-12 act: -0.8; DAX1 inh-1: 0.1; DAX1 inh-2: -0.1; ssDAF12 agonist: -0.8; hgDAF12 agonist: -1.6; sPLA2-III inh: 5; PLCg1 inh: 5; ADAM17 inh: 3
Results for Cc1cc(C)c(C)c(S(=O)(=O)N2CCN(C(=O)C3CCC3)CC2)c1C = PLC-beta3 inh: 0; GAA850 FXN act: 0.6; ADAM10 inh: -4; hcDAF-12 act: -1.1; DAX1 inh-1: -0.5; DAX1 inh-2: -0.7; ssDAF12 agonist: -1.4; hgDAF12 agonist: -1.1; sPLA2-III inh: 6; PLCg1 inh: 3; ADAM17 inh: 4
